STK33 inh – STK33 kinase inhibitors, primary screen, biochemical, luminescence, ADP-Glo, MBP substrate. Serine/threonine-protein kinase 33 (Homo sapiens), Q9BYT3. inhibition, % at 12.5 µM. actives 0.44% (n = 27,000); in the data active = inhibition above about 20%
Target sequence (Q9BYT3 whole entry, looked up): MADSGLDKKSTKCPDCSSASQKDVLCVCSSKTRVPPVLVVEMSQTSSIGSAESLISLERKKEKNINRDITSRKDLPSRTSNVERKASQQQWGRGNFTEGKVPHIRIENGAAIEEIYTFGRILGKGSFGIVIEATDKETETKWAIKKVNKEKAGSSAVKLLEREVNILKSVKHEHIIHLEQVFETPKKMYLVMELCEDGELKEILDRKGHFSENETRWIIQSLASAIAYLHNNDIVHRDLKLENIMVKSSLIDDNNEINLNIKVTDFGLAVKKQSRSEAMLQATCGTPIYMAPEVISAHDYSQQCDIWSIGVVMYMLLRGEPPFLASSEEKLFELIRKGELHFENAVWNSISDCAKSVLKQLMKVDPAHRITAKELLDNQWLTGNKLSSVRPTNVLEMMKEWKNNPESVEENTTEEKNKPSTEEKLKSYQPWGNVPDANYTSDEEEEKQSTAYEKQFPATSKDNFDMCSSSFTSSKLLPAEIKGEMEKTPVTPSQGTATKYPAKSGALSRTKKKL
mut p53 react – mutant p53 pathway re-activators, primary screen, cell-based, SW480, luciferase, single point, HTS; SW480 PUMA-promoter luciferase, p53 mutant reactivation; activation, % at 9.98 µM; actives 1.5% (n = 28,000); AID 624151, 2012; in the data active = activation above about 52%
Numbers without * were called inactive; . = not tested or not shown. The list is partial (hit frequency here may not be typical).

SMILES | mut p53 react | STK33 inh
C[C@@H]1CCCCO[C@@H](CN(C)S(=O)(=O)c2cn(C)cn2)[C@H](C)CN([C@H](C)CO)C(=O)c2cc(NC(=O)NC3CCCCC3)ccc2O1 | 17.0 | .
COc1ccccc1C#Cc1cnc2c(c1)C(=O)N([C@H](C)CO)C[C@H](C)[C@@H](CN(C)C(=O)CC1CC1)O2 | -1.7 | .
CC(C)(C)NC(=O)CSc1nnc(-c2ccccn2)n1-c1ccccc1 | . | -0.1
O=C(CCSc1nc2ccccc2s1)N1CCOCC1 | 0.6 | -5.5
C[C@@H]1CN([C@@H](C)CO)C(=O)c2cc(-c3ccncc3)cnc2O[C@H]1CN(C)C(=O)C1CC1 | 1.0 | .
COc1ccc(S(=O)(=O)Nc2ccc3c(c2)CC(=O)N([C@H](C)CO)C[C@@H](C)[C@@H](CN(C)C(=O)Nc2ccc(C(F)(F)F)cc2)O3)cc1 | . | 5.9
CCOC(=O)c1c(NC(=O)COc2ccccc2C)sc2c1CCC2 | 26.7 | 0.6
Cn1cnc2cc3c(Nc4cccc(Br)c4)ncnc3cc21 | . | 1.3
C[C@@H]1CN([C@H](C)CO)C(=O)Cc2cc(NC(=O)Cc3cn(C)c4ccccc34)ccc2O[C@H]1CN(C)CC1CCCCC1 | . | -3.7
COc1cccc(NC(=O)N(C)C[C@@H]2OCc3cnnn3CCCC(=O)N([C@H](C)CO)C[C@H]2C)c1 | . | -4.6
COc1ccc(NC(=O)N(C)C[C@@H]2Oc3ccc(NS(=O)(=O)c4cn(C)cn4)cc3CC(=O)N([C@H](C)CO)C[C@H]2C)cc1 | . | 6.6
CC(C)CC#Cc1cnc2c(c1)C(=O)N([C@H](C)CO)C[C@@H](C)[C@@H](CN(C)S(=O)(=O)c1cn(C)cn1)O2 | 2.1 | .
COc1ccc(S(=O)(=O)N2CCCC(C(=O)Nc3ccc4c(c3)OCCO4)C2)cc1Cl (centres undefined) | -13.6 | 4.8
Cc1cccc(OCC(=O)Nc2ccc3oc(-c4cncc(Br)c4)nc3c2)c1C | -27.6 | 4.3
CN1CCN(CCCn2nnc3c(=O)oc4ccccc4c32)CC1 | -0.8 | 2.1
C[C@@H]1CN([C@@H](C)CO)C(=O)Cc2cc(NS(=O)(=O)c3ccc(Cl)cc3)ccc2O[C@@H]1CN(C)S(=O)(=O)c1ccc(F)cc1 | . | 2.5
C[C@@H]1CN([C@H](C)CO)C(=O)c2cc(NS(=O)(=O)c3cn(C)cn3)ccc2O[C@@H]1CN(C)C(=O)Nc1ccc(F)cc1 | 7.2 | .
COc1ccc(CCNC(=S)Nc2c(C)n(C)n(-c3ccccc3)c2=O)cc1OC | 9.8 | 0.3
CNC[C@@H]1Oc2c(NC(=O)Nc3ccc(C(F)(F)F)cc3)cccc2C(=O)N([C@@H](C)CO)C[C@H]1C | 2.3 | .
C[C@@H]1CCCCO[C@@H](CN(C)Cc2ccccc2)[C@H](C)CN([C@@H](C)CO)C(=O)c2cc(NS(=O)(=O)c3cccs3)ccc2O1 | -0.1 | .
Cc1cccc(NC(=O)c2ccccc2NC(=O)COc2ccc([N+](=O)[O-])cc2)c1C | -0.1 | 8.8
COc1ccc(S(=O)(=O)Nc2cccc3c2O[C@@H](CN(C)CC2CC2)[C@@H](C)CN([C@H](C)CO)C3=O)cc1 | 1.1 | .
O=C(CC1(O)C(=O)N(Cc2ccc(Cl)cc2)c2ccccc21)c1cc2ccccc2oc1=O (centres undefined) | -1.8 | 0.4
C[C@@H]1CN([C@@H](C)CO)C(=O)c2cc(NC(=O)CCC(F)(F)F)ccc2O[C@H]1CN(C)C(=O)Nc1cccc2ccccc12 | -12.7 | -6.6
N#Cc1c(NC(=O)Cn2c(=O)oc3ccccc32)oc(-c2ccccc2)c1-c1ccccc1 | -8.3 | 0.9

Additional entries:
SMILES | mut p53 react | STK33 inh
O=C(OCC1=CC(O)C2C=CO[C@@H](O[C@@H]3O[C@H](CO)[C@@H](O)[C@H](O)[C@H]3O)C12)c1ccccc1 (some centres undefined) | 2.4 | 1.8
Cc1ccc(S(=O)(=O)Nc2ccc3c(c2)CC(=O)N([C@@H](C)CO)C[C@@H](C)[C@@H](CN(C)Cc2ccc4c(c2)OCO4)O3)cc1 | . | -2.8
Cc1ccc(S(=O)(=O)Nc2ccc3c(c2)C(=O)N([C@@H](C)CO)C[C@H](C)[C@@H](CN(C)C(=O)NC2CCCCC2)O3)cc1 | . | -4.9
Cc1ccccc1-c1cnc2c(c1)C(=O)N([C@H](C)CO)C[C@@H](C)[C@H](CN(C)CC1CCOCC1)O2 | -2.5 | .
COc1ccc(Cl)cc1N(CC(=O)Nc1ccc(I)cc1)S(C)(=O)=O | -2.8 | -2.6
C[C@H](CO)N1C[C@H](C)[C@H](CN(C)S(=O)(=O)c2ccccc2)Oc2ncc(C#Cc3ccccc3)cc2C1=O | -5.6 | 5.2
C[C@@H]1CN([C@H](C)CO)C(=O)c2cccc(NS(=O)(=O)c3ccccc3)c2O[C@@H]1CN(C)C(=O)Nc1ccc(C(F)(F)F)cc1 | -32.4 | .
COc1cccc(S(=O)(=O)N(C)C[C@H]2Oc3ncc(C#CC(C)C)cc3C(=O)N([C@H](C)CO)C[C@@H]2C)c1 | 1.0 | .
Cc1ccc(S(=O)(=O)NC(=O)NN2CCCCCC2)cc1 | . | -12.8
CO[C@H]1O[C@H](COC(=O)c2ccccc2)[C@@H](O)[C@H](O)[C@H]1OC(=O)c1ccccc1 | . | 0.4
C[C@@H]1CCCCO[C@@H](CN(C)S(=O)(=O)c2cccs2)[C@@H](C)CN([C@H](C)CO)C(=O)c2cc(NC(=O)Nc3cccc4ccccc34)ccc2O1 | . | 3.7
C[C@H]1CCCCO[C@@H](CN(C)C)[C@@H](C)CN([C@@H](C)CO)C(=O)c2cc(NC(=O)c3ccncc3)ccc2O1 | -6.3 | .
COc1ccc(NC(=O)C(=O)NCC(=O)Nc2ccc(C)c(Cl)c2)cc1 | 0.7 | 1.2
C[C@H](CO)N1C[C@H](C)[C@H](CN(C)Cc2ccc3c(c2)OCO3)Oc2ccc(NC(=O)Nc3ccc(C(F)(F)F)cc3)cc2CC1=O | -13.6 | 3.9
Cc1ccc(S(=O)(=O)N(C)C[C@@H]2Oc3ccc(N(C)C)cc3CC(=O)N([C@H](C)CO)C[C@@H]2C)cc1 | . | -1.0
Cc1cc(OCC(=O)Nc2ccccc2N2CCN(C)CC2)cc(C)c1Cl | -0.3 | 0.7
COc1ccc(S(=O)(=O)N(C)C[C@@H]2Oc3ccc(NS(=O)(=O)c4ccc(C)cc4)cc3C(=O)N([C@@H](C)CO)C[C@H]2C)cc1 | 7.9 | .
Cc1ccc(NC(=O)CSc2nnc(-c3ccc(C)c(Cl)c3)n2C)cc1Cl | -15.7 | 0.4
C[C@H](CO)N1C[C@H](C)[C@H](CN(C)C(=O)c2ccccc2)OCCCC[C@H](C)Oc2ccc(NC(=O)Nc3ccccc3)cc2C1=O | 1.9 | .
CC(=O)OCOC(=O)CN(CC(=O)OCOC(C)=O)c1ccccc1OCCOc1ccccc1N(CC(=O)OCOC(C)=O)CC(=O)OCOC(C)=O | -21.4 | 0.4
COC(=O)c1ccc(NC(=O)CCn2nc(-c3ccccc3)c3ccccc3c2=O)cc1 | -3.2 | 0.4
Cc1cc(C)nc(NS(=O)(=O)c2ccc(NC(=O)C3COc4ccccc4O3)cc2)n1 (centres undefined) | -9.4 | -1.0
CSc1ccccc1NC(=O)CN(c1ccc(Br)cc1)S(C)(=O)=O | -9.3 | 3.0
C[C@@H]1CN([C@H](C)CO)C(=O)c2cc(NC(=O)CCC(F)(F)F)ccc2O[C@H]1CN(C)S(=O)(=O)c1ccc(Cl)cc1 | . | 10.2
CCOC(=O)c1cc(NC(=O)CSc2nc3ccccc3c(=O)[nH]2)ccc1Cl | 6.1 | 0.5

(list continues)
SMILES | mut p53 react | STK33 inh
COc1cc(NC(=O)COc2ccc(Br)cc2C)c(OC)cc1Cl | 12.2 | 2.2
C[C@H](CO)N1C[C@H](C)[C@H](CN(C)Cc2ccc(-c3ccccc3)cc2)Oc2ccc(NC(=O)C3CCCCC3)cc2CC1=O | . | 1.6
C[C@@H]1CCCCO[C@@H](CN(C)C(=O)C2CCCCC2)[C@@H](C)CN([C@H](C)CO)C(=O)c2cc(NC(=O)Nc3ccc4c(c3)OCO4)ccc2O1 | . | -0.9
C[C@H](CO)N1C[C@H](C)[C@H](CN(C)S(=O)(=O)c2cccc(F)c2)Oc2ncc(C#Cc3ccccc3)cc2C1=O | . | 5.6
C[C@H]1CN([C@@H](C)CO)C(=O)Cc2cc(NS(=O)(=O)c3cn(C)cn3)ccc2O[C@@H]1CN(C)C(=O)NC1CCCCC1 | . | 1.9
C/C=C/c1cnc2c(c1)C(=O)N([C@@H](C)CO)C[C@H](C)[C@H](CN(C)S(=O)(=O)c1cn(C)cn1)O2 | 3.9 | .
COc1ccc(CNC(=O)C2CCCCC2C(=O)O)cc1 (centres undefined) | 3.8 | -0.8
COC(=O)C(CC(=O)c1ccc(Br)cc1)n1cncn1 (centres undefined) | -6.5 | .
Cc1ccc(S(=O)(=O)N(C)C[C@@H]2Oc3ccc(NS(=O)(=O)c4cn(C)cn4)cc3C(=O)N([C@H](C)CO)C[C@@H]2C)cc1 | . | 0.7
CCC(C)(C)n1c(=O)[nH]c2c(c1=O)CCC2 | -11.4 | .
C[C@@H]1CN([C@H](C)CO)C(=O)Cc2cc(NC(=O)c3ccncc3)ccc2O[C@H]1CN(C)C | . | -0.1
CC(C)NC(=O)Nc1ccc2c(c1)C(=O)N([C@@H](C)CO)C[C@@H](C)[C@@H](CN(C)S(=O)(=O)c1cccs1)OCCCC[C@@H](C)O2 | -7.2 | .
Cc1noc(C)c1S(=O)(=O)Nc1ccc2c(c1)CC(=O)N([C@@H](C)CO)C[C@@H](C)[C@@H](CN(C)C(=O)NC(C)C)O2 | -1.5 | -0.7
O=C(CSc1nnc(-c2cccs2)n1-c1ccccc1)Nc1ccccc1Cl | 16.7 | 4.6
COc1ccc(C2Oc3c(OC)cc(CCCO)cc3C2COC2OC(CO)C(O)C(O)C2O)cc1OC (centres undefined) | . | -2.1
CNC[C@@H]1Oc2ccc(NS(=O)(=O)c3cccs3)cc2CC(=O)N([C@H](C)CO)C[C@@H]1C | -3.2 | -1.7
O=[N+]([O-])c1cccc(NC(=S)Nc2nn(Cc3ccc(Cl)cc3Cl)cc2Cl)c1 | 10.1 | 1.0
C[C@@H]1CN([C@H](C)CO)C(=O)Cc2cc(NC(=O)Nc3ccccc3)ccc2O[C@H]1CN(C)S(=O)(=O)c1ccccc1 | . | 0.2
C[C@@H]1CN([C@H](C)CO)C(=O)c2cc(NC(=O)CCCN(C)C)ccc2O[C@@H](C)CCCCO[C@@H]1CN(C)C(=O)Nc1ccccc1 | 7.5 | .
COc1ccc(C#Cc2cnc3c(c2)C(=O)N([C@H](C)CO)C[C@H](C)[C@H](CN(C)Cc2ccccc2)O3)cc1OC | 6.9 | -1.0
Cc1ccccc1-c1cnc2c(c1)C(=O)N([C@H](C)CO)C[C@H](C)[C@@H](CN(C)C(=O)CN(C)C)O2 | 7.1 | .
NC(=O)NCC#Cc1ccc2c(c1)[C@]1(C(=O)N2)[C@H](C(=O)O)[C@H]2C(=O)O[C@H](c3ccccc3)[C@H](c3ccccc3)N2[C@@H]1c1ccc(O)cc1 | . | 2.0
O=C(COc1ccccc1[N+](=O)[O-])Nc1ccc(Br)cc1C(=O)O | -14.8 | 0.1
O=C(CSc1nnc(-c2ccncc2)n1-c1ccc(Cl)cc1)Nc1ccc2cn[nH]c2c1 | 2.1 | 1.4
Cn1c(-c2nonc2NC(=O)c2ccccc2Br)nc2ccccc21 | 0.9 | 8.8

Next results:
SMILES | mut p53 react | STK33 inh
C[C@@H]1CCCCO[C@@H](CN(C)C(=O)c2ccccc2)[C@@H](C)CN([C@H](C)CO)C(=O)c2cc(NC(=O)CCCN(C)C)ccc2O1 | 6.7 | 4.5
Cc1ccccc1CN(C)C[C@@H]1OCc2cn(nn2)CCCC(=O)N([C@@H](C)CO)C[C@@H]1C | . | -1.4
CCCNC(=O)N(C)C[C@H]1Oc2cc(-c3ccc(C)cc3)ccc2S(=O)(=O)N([C@@H](C)CO)C[C@@H]1C | -4.8 | .
Cc1cc(C)nc(SCC(=O)N2c3ccccc3Sc3ccccc32)n1 | -6.0 | 0.6
Cc1cc(Br)cc(C)c1NC(=O)CSc1nnc(-c2cc3cc(Cl)ccc3o2)n1C | 9.4 | 0.1
COc1ccc(NC(=O)Nc2ccc3c(c2)C(=O)N([C@@H](C)CO)C[C@@H](C)[C@@H](CN(C)Cc2ccc(Cl)c(Cl)c2)O3)cc1 | . | 1.7
COc1ccc(-c2nc3ccccc3s2)cc1NC(=O)COc1ccccc1[N+](=O)[O-] | 28.0 | -4.3
C[C@@H]1CN([C@@H](C)CO)S(=O)(=O)c2ccc(-c3cncnc3)cc2O[C@@H]1CN(C)C(=O)Cc1cccnc1 | -2.8 | .
C[C@@H]1CN([C@H](C)CO)C(=O)c2cc(C3=CCCCC3)cnc2O[C@H]1CN(C)Cc1ccncc1 | 3.0 | .
C[C@@H]1CN([C@H](C)CO)C(=O)CCCn2cc(nn2)CO[C@H]1CN(C)C(=O)Nc1cccc(F)c1 | . | -2.3
COc1ccc(C(=O)O)cc1S(=O)(=O)NCCc1ccc(F)cc1 | 6.8 | -3.6
CC(O)c1nc2ccccc2n1CCOc1ccc(F)cc1 (centres undefined) | 4.4 | 0.5

Fetched by structure from the list above:
SMILES | mut p53 react | STK33 inh
CC(O)c1nc2ccccc2n1CCOc1ccc(F)cc1 (centres undefined) | 4.4 | 0.5
Cc1ccccc1CN(C)C[C@@H]1OCc2cn(nn2)CCCC(=O)N([C@@H](C)CO)C[C@@H]1C | . | -1.4
COc1ccc(-c2nc3ccccc3s2)cc1NC(=O)COc1ccccc1[N+](=O)[O-] | 28.0 | -4.3
COc1ccc(NC(=O)Nc2ccc3c(c2)C(=O)N([C@@H](C)CO)C[C@@H](C)[C@@H](CN(C)Cc2ccc(Cl)c(Cl)c2)O3)cc1 | . | 1.7
C[C@@H]1CN([C@H](C)CO)C(=O)CCCn2cc(nn2)CO[C@H]1CN(C)C(=O)Nc1cccc(F)c1 | . | -2.3

Compound activity as filed in PubChem BioAssay.
